# Source: PubChem (Sanford-Burnham Center for Chemical Genomics)
# DUSP3 inh: VHR1 phosphatase inhibitors, primary screen, biochemical, colorimetric, HTS; Dual specificity protein phosphatase 3 (Homo sapiens), P51452; recombinant VHR phosphatase, colorimetric substrate read-out; inhibition, % at 20 µM; 0.7% of 50,000 active; AID 1992, 2009; in the data active = inhibition above about 60%; also: some results filed as inactive read as strong as hits
# An asterisk follows results filed as active.
SMILES,DUSP3 inh
COC(=O)c1ccccc1NC(=O)CCOc1ccccc1,-4.3
COc1ccc(C2CC(=O)C3=C(C2)NC(C)=C(C(=O)OCCc2ccccc2)C3c2ccncc2)cc1 (stereo unspecified),-29.9
O=C(Nc1ccccc1C(=O)NCCc1ccccc1)c1cccnc1,-6.2
O=C(N/N=C\c1ccc[nH]1)c1cccs1,-44.8
CCOc1ccc(S(=O)(=O)N2CCCCCC2)c2ccccc12,8.8
CC(C)Cc1ccc(C(C)C(=O)O)cc1 (stereo unspecified),-8.4

# Reprinted at random: three compounds from above
SMILES,DUSP3 inh
COc1ccc(C2CC(=O)C3=C(C2)NC(C)=C(C(=O)OCCc2ccccc2)C3c2ccncc2)cc1 (stereo unspecified),-29.9
CC(C)Cc1ccc(C(C)C(=O)O)cc1 (stereo unspecified),-8.4
CCOc1ccc(S(=O)(=O)N2CCCCCC2)c2ccccc12,8.8

# The list is partial, so the mix of outcomes need not match the whole.
